STAT1 inh: STAT1 signaling inhibition | NIH 3T3 STAT1-luciferase reporter, IFN-gamma, luminescence | inhibition, % at 5.5 µM | hit rate 0.35% among 200,000;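 active = inhibition above a set limit, the mean inhibition across all tested compounds plus 3 SD, cut at about 34% in these data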;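 note: 0% = IFN-gamma with DMSO and 100% = IFN-gamma with 300 µM nifuroxazide; values of inactives mirror those of a sister screen read the other way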
FLuc inhib CS: inhibits firefly luciferase, flagging false hits in luciferase inhibition screens; P08659; ATPLite firefly luciferase biochemical luminescence, 10 min; inhibition, % at 10 µM; hit rate 1.5% among 200,000;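 active = inhibition above about 50% when tested at 10 µM, limit read from the data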
Target sequence (P08659 whole entry, looked up): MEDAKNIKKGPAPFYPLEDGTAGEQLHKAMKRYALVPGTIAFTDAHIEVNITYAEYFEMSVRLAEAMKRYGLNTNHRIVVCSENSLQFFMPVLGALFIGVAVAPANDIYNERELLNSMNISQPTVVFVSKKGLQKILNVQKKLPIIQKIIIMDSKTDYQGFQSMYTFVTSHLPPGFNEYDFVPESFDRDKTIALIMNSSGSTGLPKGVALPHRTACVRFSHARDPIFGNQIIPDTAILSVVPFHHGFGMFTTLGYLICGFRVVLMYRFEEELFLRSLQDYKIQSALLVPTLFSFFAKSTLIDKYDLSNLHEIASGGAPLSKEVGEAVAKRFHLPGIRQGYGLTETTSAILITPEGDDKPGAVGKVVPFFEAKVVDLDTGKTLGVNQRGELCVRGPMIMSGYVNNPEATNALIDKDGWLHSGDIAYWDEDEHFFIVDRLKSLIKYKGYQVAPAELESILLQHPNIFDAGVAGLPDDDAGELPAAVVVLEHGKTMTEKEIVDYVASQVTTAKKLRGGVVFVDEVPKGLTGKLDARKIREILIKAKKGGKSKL
Hsp70 activator: Hsp70 transcriptional activation, primary screen | AID 1203 | hit rate 0.04% among 200,000 | HeLa Hsp70 promoter luciferase reporter, luminescence; scaled: vehicle 0, proteasome-inhibitor control 100% | activation, % at 10 µM;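 active = activation above the mean across all tested compounds plus 3 SD, cutoff set per campaign, cut at about 5.5% in these data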;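 note: 100% = MG132 at 30 µM as the positive control and 0% = DMSO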
STAT1 act: increases IFN-gamma driven STAT1 reporter signal; hit rate 2.6% among 200,000; activation (% of control), % at 5.5 µM; AID 932; NIH 3T3 STAT1-luciferase reporter, luminescence; 100% = IFN-gamma alone, no compound;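 active = activation above the screen-wide mean activation plus 3 SD, cut at about 130% in these data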;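 note: raw ratio to IFN-gamma control signal so 100% means no change and 0% no light; values of inactives mirror those of a sister screen read the other way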
RAM network inh: blocks the yeast RAM network | S. cerevisiae dse1pr::URA3 reporter, 5-FOA growth OD615, 2 d; analog-sensitive cbk1-as2 kinase mutant strain | inhibition, % at 50 µM | hit rate 1.8% among 190,000 | AID 868;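 active = inhibition above a set limit, 3 SD over mean compound inhibition, cut at about 8.4% in these data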;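 note: 0% = DMSO-only wells with no growth and 100% = 10 µM 1-NA-PP1 full growth; inhibition rescues growth on 5-FOA so higher OD means more RAM inhibition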
STAT3 act: increases IL-6 driven STAT3 reporter signal. U3A cells, IL-6 STAT3-luciferase reporter, luminescence; 100% = signal with IL-6 EC80 alone. activation (% of control), % at 5.6 µM. hit rate 0.91% among 190,000;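 active = activation above the screen-wide mean of compound activation plus 3 SD, cut at about 130% in these data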;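 note: 0% = background luminescence of wells with medium and substrate only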
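Test system: STAT3-luciferase reporter U3A cells; Detection: reporter luminescence signal; Times: 1 h compound pre-exposure, 6 h IL-6 stimulation, 37 °C; Benchmarks: IL-6-only high control; Also added: IL-6 stimulus at 33 ng/mL final.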
NF-kB neuron act: NF-kB expression increase, human neuronal cells | NF-kB reporter expression; stronger effect = higher value | fold change at 12.5 µM | hit rate 1.6% among 190,000 | AID 1239; in the data active = fold change above about 3.3
STAT3 inh: reduces IL-6 driven STAT3 reporter signal; U3A cells, IL-6 STAT3-luciferase reporter, luminescence; host cell line lacks STAT1; inhibition, % at 5.5 µM; hit rate 0.89% among 190,000;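 active = inhibition above the mean inhibition across all screened compounds plus 3 SD, cut at about 44% in these data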;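 note: 0% = DMSO only wells and 100% = 100 µM nifuroxazide control wells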
APP 5'UTR act: activates APP 5'UTR luciferase reporter. SH-SY5Y APP 5'UTR luciferase reporter, luminescence; zero percent = DMSO vehicle wells. activation, % at 2 µM. hit rate 1% among 190,000. AID 1276;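 active = activation above a set limit, based on mean plus 3 SD of controls, cut at about 140% in these data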; note: values of inactives mirror those of a sister screen read the other way
APP transl inh: APP translation inhibition; SH-SY5Y APP 5'UTR-luciferase reporter, luminescence; inhibition, % at 2 µM; hit rate 0.82% among 190,000; AID 1285;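 active = inhibition above a set limit, derived from the sample mean plus 3 SD, cut at about 45% in these data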; note: values of inactives mirror those of a sister screen read the other way
* = called active by the depositor. Rows were taken by chance; about 7.7% have a hit in one of these screens.

SMILES | STAT1 inh | FLuc inhib CS | Hsp70 activator | STAT1 act | RAM network inh | STAT3 act | NF-kB neuron act | STAT3 inh | APP 5'UTR act | APP transl inh
CC(=O)N1Cc2ccccc2CC1C(=O)O (stereo not drawn) | -8 | -2 | -0.3 | 108 | 1.5 | 109 | 1 | -7 | -3 | 3
COCCSc1nnc(NC(=O)c2cc(C(=O)OC)cc([N+](=O)[O-])c2)s1 | 4 | -4 | 0.0 | 96 | 1.2 | 89 | 1.1 | 20 | 7 | -7
S=C(NCCc1ccccc1)N1CCN(C23CC4CC(CC(C4)C2)C3)CC1 | 4 | -3 | -0.4 | 95 | -0.7 | 100 | 0.93 | 5 | 8 | -8
CCCOc1ccc(N2C(=O)CC(SC(=NC)Nc3ccc(F)cc3)C2=O)cc1 (stereo not drawn) | -8 | -6 | -0.2 | 108 | 2.1 | 100 | 1.1 | -3 | -5 | 5
Cc1ccc(S(=O)(=O)N(C)CCCC(=O)Nc2cccc3ccccc23)cc1 | -2 | -11 | -0.4 | 102 | 6.3 | 97 | 0.68 | 4 | 1 | -1
Cc1ccc(-n2ccc(=O)c(C(=O)O)n2)cc1 | 0 | -8 | -0.2 | 95 | -0.6 | 99 | 1.4 | 2 | -16 | 16
O=C(NC(Cc1ccccc1)C(=O)O)/C(=C/c1ccco1)NC(=O)c1cccc([N+](=O)[O-])c1 (stereo not drawn) | -4 | -10 | -0.1 | 102 | -0.2 | 110 | 0.89 | 1 | 3 | -2
FC(F)(F)c1cccc(-c2ccn3ncnc3n2)c1 | -5 | -7 | -0.2 | 104 | -0.4 | 95 | 1.2 | 8 | 4 | -4
Cc1nnc(NC(=O)c2c(-c3ccccc3Cl)noc2C)s1 | 5 | -7 | -0.3 | 96 | 0.8 | 100 | 1.1 | 3 | 26 | -26
Cc1occc1C(=O)NNC(=S)NCc1ccc(Cl)cc1 | -12 | -7 | -0.2 | 110 | 1.9 | 103 | 1.6 | -1 | 9 | -9
CCOC(Cn1c(SCc2cc(C(C)=O)ccc2OC)nc2ccccc2c1=O)OCC | -4 | -10 | -0.3 | 104 | 4.7 | 90 | 1.2 | 11 | -14 | 14
O=C(O)CSc1nnc(Cc2ccccc2)n1Cc1ccccc1 | 0 | -2 | -0.1 | 100 | 1.8 | 106 | 1.8 | -4 | -1 | 1
COC(=O)c1ccccc1NC(=O)c1nc2nc(C)cc(C)n2n1 | 2 | -6 | -0.2 | 99 | 1.3 | 101 | 0.57 | 3 | 7 | -7
O=C(CNC(=O)c1ccccc1)N/N=C/c1ccc([N+](=O)[O-])o1 | -6 | -3 | -0.1 | 106 | -1.4 | 105 | 0.81 | -8 | 0 | 0
Cc1ccc(NC(=O)Cc2nnc(SCC(=O)Nc3ccccc3)n2C)cc1 | 4 | 17 | -0.1 | 96 | 1.3 | 106 | 0.99 | -11 | 0 | 0
O=C(Nc1ccccc1)c1ccccc1Oc1ccc(C(F)(F)F)cc1[N+](=O)[O-] | 4 | -8 | -0.1 | 96 | 1.6 | 94 | 0.95 | 7 | 8 | -8
CCSc1nnc(-c2cc3c(s2)-c2ccccc2CC3)o1 | -32 | 2 | 0.0 | 128 | 2.4 | 173* | 2.1 | -82 | 59 | -59
Cc1[nH]n(-c2ccc([N+](=O)[O-])cc2)c(=O)c1C=NCCN1CCN(C(=O)C(C)C)CC1 | 8 | 13 | 0.0 | 93 | 5.9 | 110 | 1.4 | -2 | 26 | -26
Cc1nc(C(F)(F)F)c(C(=O)NC(=O)Nc2ccccc2)s1 | 7 | 2 | -0.1 | 93 | 1.1 | 101 | 1.3 | 6 | -3 | 3
Cc1ccsc1C(=O)OCC(=O)Nc1cccc(S(=O)(=O)NC2=NCCCCC2)c1 | 9 | 5 | 1.1 | 91 | 0.1 | 108 | 1 | -8 | -7 | 7
O=C1c2ccccc2NC(c2ccc(Cl)cc2Cl)N1O (stereo not drawn) | 4 | -11 | 0.2 | 97 | -0.8 | 103 | 0.81 | -1 | -14 | 14
CCOc1ccc(OC(=O)C(CCS(C)(=O)=O)N2C(=O)c3ccccc3C2=O)cc1 (stereo not drawn) | 3 | -3 | -0.2 | 97 | 0.5 | 102 | 1.4 | 2 | 19 | -19
CC(C)(C)NC(=O)C(c1ccccn1)N(C(=O)c1csnn1)C1CCCCC1 (stereo not drawn) | -2 | -7 | -0.5 | 102 | 1.0 | 93 | 1.2 | 12 | -1 | 1
O=C(CN1CCN(Cc2ccccc2)CC1)NCC1COc2ccccc2O1 (stereo not drawn) | 6 | -8 | -0.1 | 95 | 0.0 | 109 | 1.2 | -6 | -20 | 20
CCS(=O)(=O)Nc1ccc(C(=O)c2ccccc2)cc1 | -3 | -4 | -0.1 | 103 | 0.8 | 106 | 1.1 | -4 | 10 | -10
Cc1ccc(CN2CCN(Cc3cnc(N4CCOCC4)s3)CC2CCO)cc1 (stereo not drawn) | -3 | -7 | -0.4 | 101 | 4.9 | 102 | 1.1 | 1 | -12 | 12
Cc1cc([N+](=O)[O-])ccc1NC(=O)c1cccc(NC(=O)C(C)C)c1 | -14 | -6 | -0.1 | 111 | 0.0 | 97 | 1.9 | 8 | 20 | -20
FC(F)Sc1ccc(-n2cc(-c3ccccc3)[n+]3c2CCC3)cc1 | 6 | -1 | -0.3 | 95 | 1.1 | 93 | 0.6 | 11 | 17 | -17
COc1ccc(CN(C2CCCCC2C)S(=O)(=O)c2ccc(S(=O)(=O)N(C)C)cc2)cc1OC (stereo not drawn) | 10 | -3 | -0.3 | 91 | 7.1 | 95 | 0.64 | 9 | 1 | -1
Cc1ccc(S(=O)(=O)N2CCC(=O)N(CCOCc3ccc(Cl)cc3)CC2)cc1 | 3 | -3 | 0.2 | 97 | -0.7 | 96 | 0.86 | 2 | -8 | 8
Cc1ccccc1OCc1nnc(SCc2cc(=O)[nH]c3ccccc23)n1-c1ccccc1 | -8 | -4 | -0.1 | 107 | 5.0 | 111 | 0.74 | -16 | 6 | -6
O=C(OCC(=O)N(C1CCCCC1)C1CCCCC1)c1ccncc1 | 10 | -8 | -0.3 | 90 | 2.1 | 94 | 1.1 | 13 | 6 | -6
COc1ccc(OC)c(CN(CCN2CCOCC2)C(=O)Nc2cccc(Cl)c2)c1 | 3 | 0 | -0.5 | 97 | 1.6 | 107 | 0.9 | -8 | 2 | -2
COc1ccc(NC(=S)Nn2cnnc2)cc1OC | 2 | -10 | 0.1 | 99 | 4.2 | 106 | 1.1 | 3 | 1 | -1
CCOC(=O)C1CCCN(C(=O)Cn2cccc2C(=O)c2ccccc2)C1 (stereo not drawn) | -1 | 2 | 0.1 | 101 | 1.6 | 104 | 0.94 | 0 | -6 | 6
CCCCN(C(=O)c1ccco1)c1nnc(-c2cc(OC)c(OC)c(OC)c2)s1 | 1 | 7 | -0.3 | 99 | 6.1 | 100 | 1.5 | 5 | 13 | -13
COc1ccc(CNC(=O)c2cnccn2)cc1 | 1 | 0 | -0.1 | 99 | -1.1 | 99 | 1.2 | -2 | 1 | -1
Cc1cccc(OCCC(=O)NCC(c2ccccc2)N(C)C)c1 (stereo not drawn) | 0 | 1 | -0.1 | 100 | -1.1 | 99 | 1.3 | 4 | 11 | -11
Cc1cc(NC(=O)CCCN2C(=O)c3cccnc3C2=O)ccc1Br | -5 | -3 | -0.2 | 103 | 1.2 | 102 | 1.2 | 6 | -11 | 11
CCn1c(-c2ccccc2Cl)nn(CC(=O)NCCc2ccccc2)c1=S | -1 | -10 | -0.3 | 100 | 0.4 | 101 | 1.1 | 1 | -1 | 1
CCc1ccc(C(=O)COC(=O)CNC(=O)c2ccc(N3C(=O)c4ccccc4C3=O)cc2)cc1 | -5 | 0 | -0.4 | 104 | 3.7 | 100 | 1.1 | 0 | 12 | -12
S=c1[nH]nc(-c2ccco2)n1-c1cccc2ccccc12 | -4 | 17 | -0.2 | 104 | 2.0 | 104 | 1.1 | 0 | -7 | 7
CCCn1c(-c2cc(OC)c(OC)c(OC)c2)nc2nc3ccccc3nc21 | 6 | -9 | -0.4 | 94 | 1.1 | 99 | 0.32 | 5 | 7 | -7
CCOc1ccc(C(=O)NCc2ccccn2)cc1 | -5 | -1 | -0.3 | 106 | 0.8 | 107 | 1.5 | -2 | 1 | -1
Cc1ccc(S(=O)(=O)N/N=C\c2cccnc2)cc1 | 1 | -4 | -0.1 | 99 | -1.7 | 107 | 1 | 4 | 1 | -1
COc1ccccc1CNC(=O)C1CCN(S(=O)(=O)c2c(C)noc2C)CC1 | 3 | -8 | -0.4 | 97 | -0.8 | 100 | 1.3 | 7 | -2 | 2
C/C(=N\NS(=O)(=O)c1ccc(C)c([N+](=O)[O-])c1)c1ccc2c(c1)OCO2 | -5 | -5 | -0.3 | 104 | 1.0 | 104 | 1.2 | -3 | 1 | -1
NC(=O)CNC(=O)[C@@H]1CC2(CC(c3ccc(Cl)cc3)=NO2)CN1C(=O)c1ccc(Br)cc1 (stereo partly drawn) | -4 | -3 | -0.4 | 103 | 1.8 | 100 | 1.1 | 7 | -9 | 9
COc1ccc(C(OC(=O)c2c(C)noc2C)C(=O)NC2CCCC2)cc1 (stereo not drawn) | 2 | -2 | -0.2 | 98 | 3.3 | 113 | 1.1 | -15 | -3 | 3
CCCCn1nc2cc(C(=O)NC3CCCc4ccccc43)ccc2c1OCC (stereo not drawn) | 5 | -7 | -0.2 | 95 | 3.4 | 100 | 1 | 5 | -10 | 10
Cc1cc(C)c2c(=O)n(CC(=O)N3CCC(Cc4ccccc4)CC3)sc2n1 | 4 | 2 | -0.2 | 97 | -0.1 | 111 | 0.94 | -13 | -1 | 1
O=C(/C=C/c1ccc([N+](=O)[O-])cc1)NCc1cccs1 | -29 | 5 | -0.2 | 125 | 0.6 | 105 | 1.4 | -3 | 14 | -14
CCN(CC)S(=O)(=O)c1ccc(C)c(NC(=O)Cn2cnc3cc([N+](=O)[O-])ccc3c2=O)c1 | 9 | -3 | 0.1 | 92 | 0.8 | 89 | 0.94 | 14 | 9 | -9
O=C1NN(c2ccccc2)C(=O)/C1=C\c1cccc(OC(=O)c2cccs2)c1 | 0 | 20 | -0.1 | 100 | 7.4 | 107 | 1.3 | -2 | 0 | 0
CCN(CC)S(=O)(=O)c1cc(NC(=O)CN2C(=O)NC3(CCCc4ccccc43)C2=O)ccc1C (stereo not drawn) | 0 | -8 | -0.4 | 99 | 7.0 | 108 | 0.82 | -9 | -10 | 10
O=C(/C=C/c1ccccc1)N1CCN(S(=O)(=O)c2ccc(F)cc2)CC1 | 4 | -9 | -0.1 | 96 | 1.5 | 98 | 0.92 | 13 | -3 | 3
CCC(=O)Oc1ccc2oc(=O)cc(C)c2c1 | 0 | 0 | -0.3 | 100 | 0.3 | 110 | 1.3 | -8 | -5 | 5
CC(C)C(O)(C#CCN1CCCCC1)C(C)C | 4 | -5 | -0.3 | 96 | 0.5 | 99 | 1.1 | -4 | 20 | -20

From PubChem
